ERK EGF block: qHTS Assay for Inhibitors of the ERK Signaling Pathway using a Homogeneous Screening Assay; Stimulation with EGF | HEK293-V1b, EGF-stimulated phospho-ERK AlphaScreen | Potency, µM (titrated, usually from 11.5 µM), for inactives: top-dose activity change, negative = inhibition, most hits filed as inhibitors | 0.41% of 130,000 active; active means well fitted inhibition curve with a large enough effect; inconclusive means small, poorly fitted or top-dose-only effect, or effect the other way;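 further: plate controls were stimulated vehicle wells for no effect and unstimulated vehicle basal for full effect; nearly all actives have a fitted effect of over 55% in size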
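Phospho-ERK1/2 measured by AlphaScreen (SureFire) after 5 min 25 nM EGF stimulation of V1b-expressing HEK293 cells preincubated 30 min at 37C with titrated compounds; data scaled to DMSO and EGF controls, Hill-fitted AC50.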
An asterisk follows results filed as active; ? = inconclusive; & = joins results of further samples; [ ] = another dose, or the depositor's remark. Potency means the concentration at half of the fitted maximal effect. A portion of the library; rates above refer to the full screens.

Sample of the layout (5 entries):
SMILES,ERK EGF block
CCOC(=O)CC(NS(=O)(=O)c1ccc(OC)c(OC)c1)c1cccc([N+](=O)[O-])c1 (stereo not drawn),6%
CC(C(=O)NC1CC1)c1ncc(C(F)(F)F)cc1Cl (stereo not drawn),-3%
CC(c1ccon1)N(C)C(=O)CCc1nnc(C2(c3ccc(Cl)cc3)CCC2)o1 (stereo not drawn),-2%
O=c1cc(O)c(-c2ccc(Cl)c(Cl)c2)c(Cl)[nH]1,-6%
N#Cc1ccccc1NC(=O)c1cccc(COc2ccc(Cl)cc2Cl)c1,20%

The listing, previewed entries included:
SMILES,ERK EGF block
CCOC(=O)CC(NS(=O)(=O)c1ccc(OC)c(OC)c1)c1cccc([N+](=O)[O-])c1 (stereo not drawn),6%
CC(C(=O)NC1CC1)c1ncc(C(F)(F)F)cc1Cl (stereo not drawn),-3%
CC(c1ccon1)N(C)C(=O)CCc1nnc(C2(c3ccc(Cl)cc3)CCC2)o1 (stereo not drawn),-2%
O=c1cc(O)c(-c2ccc(Cl)c(Cl)c2)c(Cl)[nH]1,-6%
N#Cc1ccccc1NC(=O)c1cccc(COc2ccc(Cl)cc2Cl)c1,20%
COc1cccc(NC(=O)CN(C)C(C)C(=O)Nc2ccc(S(=O)(=O)N3CCCC3)cc2)c1 (stereo not drawn),5%
COC(=O)c1ccsc1NC(=O)CSc1nnnn1Cc1ccccc1,-9%
Cc1ccc2c(c1)c(-c1ccccc1)nc1nncn12,5%
O=S(=O)(/N=C(\c1ccc(Cl)cc1)N1CCOCC1)c1ccccc1,-5%
CCn1c(SCC(=O)Nc2ccccc2)nc2c1c(=O)n(C)c(=O)n2C,2%
CCC(C)(C)c1ccc(OCCCC[n+]2ccc(C)cc2)c(C(C)(C)CC)c1,?
C/C(Cn1cnc([N+](=O)[O-])n1)=N\NC(=O)c1cccnc1,-1%
Cc1[nH]n(-c2ccccc2)c(=O)c1/C=N/N(c1ccccc1)c1ccccc1,?
NNC(=O)CSc1nc(-c2ccccc2)cn1-c1ccccc1,-9%[57.5 µM]
Cc1cccn2c(NCc3ccc4c(c3)OCO4)c(-c3ccc(O)cc3)nc12,-2%
Cc1ccc(-c2n[nH]c(=S)n2/N=C/c2ccc(C)o2)cc1,3%
CCOc1ccccc1Nc1cc(C)nc2nnnn12,-11%
C=C(C)c1cccc(C(C)(C)NC(=O)N2CCCC2)c1,9%
Cc1noc(NC(=O)c2ccc(Cl)c(Cl)c2)c1Cl,8%
CCc1cc(=O)[nH]c(SCc2ccc(C)cc2)n1,-5%
O=C(O)c1ccccc1CSc1nc2ccccc2n1Cc1ccccc1C(=O)O,-5%[57.5 µM]
CC(C)(C)OC(=O)N1CCC(NC(=O)c2[nH]cnc2C(=O)N[C@@H](Cc2ccccc2)C(=O)OCc2ccccc2)CC1,?
Cn1nc(-c2ccc(C(=O)NCCO)cc2)c2ccccc2c1=O,-11%[57.5 µM]
COc1cc(NC(=O)Cc2ccc(F)cc2)cc(OC)c1OC,-1%
CCOC(=O)NC(=O)c1cn(Nc2ncc(C(F)(F)F)cc2Cl)c(=O)[nH]c1=O,8%[57.5 µM]
NC(=O)C1(N2CCCCC2)CCN(C(=O)CSc2nc3ccccc3[nH]2)CC1,0%
CN(C)/C=C(\C(=O)c1ccc(F)cc1F)c1nnnn1-c1ccccc1,14%
Nc1nc2c([nH]c(=O)n2C2OC(CO)C(O)C2O)c(=O)[nH]1 (stereo not drawn),17%
COc1cc(OC)c2c(-c3ccccc3)cc(=O)oc2c1C(CCN1CCN(c2ccccc2)CC1)c1ccc(N(C)C)cc1 (stereo not drawn),?
COc1ccc(/C=C2\CCCc3c2nc2ccccc2c3C(=O)O)cc1OC,-5%[57.5 µM]
Cc1nn(-c2ccc(F)cc2)c(Cl)c1/C=N/NC(=O)c1cccs1,2%
COc1ccc(CCN2C(=O)CC(NNC(=O)c3ccccc3Br)C2=O)cc1OC (stereo not drawn),4%
O=C1C(Cc2ccc(O)cc2)NC(=S)N1C1CCCCC1 (stereo not drawn),-6%[57.5 µM]
Cc1ccc(C)c(CN2CCNC2=O)c1,7%[57.5 µM]
O=C(c1csnn1)N1CCC2(CCCN(c3ccc(-c4ccccc4)cc3)C2)CC1,0%
C1=Nc2ccccc2CN1c1ccccc1,17%
CC(C)Oc1ccc(C(=O)Nc2nnc(SCC(=O)N3CCOCC3)s2)cc1,1%
COc1cc(/C=C/c2cc(C(=O)O)c3ccccc3n2)cc(OC)c1O,32µM*
CSc1ccc(S(=O)(=O)NCc2ccccc2C)cc1,10%
CC(Oc1ccccc1)C(=O)Nc1cccc(NC(=O)c2ccco2)c1 (stereo not drawn),1%[57.5 µM]
CCc1ccccc1NC(=S)NC1CC2CCC(C1)N2Cc1ccc(F)cc1 (stereo not drawn),-5%
COc1cccc(CNC(=O)C2CCN(S(=O)(=O)c3cccc4cccnc34)CC2)c1,-3%
Cc1cc2oc(=O)cc(CN3CCN(S(=O)(=O)/C=C/c4ccccc4)CC3)c2cc1C,7%
CC1CCCCN1C(=O)COc1ccccc1F (stereo not drawn),-4%
CC1=NN(c2ccccc2)C(=O)/C1=C\C=C1\N(C)c2ccccc2C1(C)C,16µM*
C=CCSc1nc2c(c(=O)[nH]1)C(c1ccccc1)C(C#N)=C(N)O2 (stereo not drawn),-14%[57.5 µM]
CCOC(=O)N1CCN(C(=O)/C(=C\c2ccc(SC)cc2)NC(=O)c2ccccc2)CC1,0%[57.5 µM]
O=C(CSc1nnnn1C1CCCCC1)Nc1ccc(F)cc1,-5%

Arranged by the number under ERK EGF block (highest first): 6 from the list above.
SMILES,ERK EGF block
CSc1ccc(S(=O)(=O)NCc2ccccc2C)cc1,10%
Cc1cc2oc(=O)cc(CN3CCN(S(=O)(=O)/C=C/c4ccccc4)CC3)c2cc1C,7%
CC(C)Oc1ccc(C(=O)Nc2nnc(SCC(=O)N3CCOCC3)s2)cc1,1%
COc1cccc(CNC(=O)C2CCN(S(=O)(=O)c3cccc4cccnc34)CC2)c1,-3%
CC1CCCCN1C(=O)COc1ccccc1F (stereo not drawn),-4%
CCc1ccccc1NC(=S)NC1CC2CCC(C1)N2Cc1ccc(F)cc1 (stereo not drawn),-5%

Remaining list, next part.
SMILES,ERK EGF block
CCC(C)(C)C1CCc2c(sc(N)c2C(N)=O)C1 (stereo not drawn),6%
Cc1ccc(OCc2nnc(SCC(=O)Nc3cccc4ccccc34)n2-c2ccccc2)cc1,0%
CCSc1nnc(-c2cc(Br)ccc2N=Cc2c(C)[nH]n(-c3ccccc3)c2=O)c(=O)[nH]1,3%
CCCC(=O)Nc1ccc(C(N)=O)cc1,6%
O=C(NCc1ccc(F)cc1)c1ccc(CNc2c(N3CCOCC3)c(=O)c2=O)cc1,13%[57.5 µM]
O=C(CN1C2=NCCN2c2ccccc21)c1ccc(Br)s1,12%
CC1OC(Oc2ccc3ccc(=O)oc3c2-c2c(O)ccc3cc(Oc4ccc5ccc(=O)oc5c4)c(=O)oc23)C(O)C(O)C1O (stereo not drawn),-2%
O=C(Cn1cc2c(n1)CCCC2)NCCc1ccccc1,-4%
Cc1cc(=O)oc2cc(OC(C)C(=O)NCC3CCCO3)ccc12 (stereo not drawn),-1%[57.5 µM]
COc1ccccc1CN1CCNC(=O)C1CC(=O)NCc1c(C)n[nH]c1C (stereo not drawn),-10%
CCc1ccc([C@@H]2C[C@H]3CN(Cc4ccccc4OC)C(=O)[C@]34CCCN24)cc1,0%
Cc1ccc(Cl)c(OC(=O)c2nn(C(C)C)c(=O)c3ccccc23)c1,1%
CCC[C@@H]1C[C@@H](C(=O)N[C@@H](C2O[C@H](SC)[C@H](O)[C@@H](O)[C@H]2O)[C@H](C)Cl)N(C)C1 (stereo partly drawn),2%
OC[C@H]1O[C@@H](n2cnc3c(NCc4ccco4)ncnc32)[C@H](O)[C@@H]1O,-12%&-3%
O=C(NCc1ccco1)C(=O)NCC1OCCN1S(=O)(=O)c1ccc(Cl)cc1 (stereo not drawn),0%
Cc1[nH]n(-c2ccc([N+](=O)[O-])cc2)c(=O)c1C=NCCc1ccc(S(N)(=O)=O)cc1,5%
CCn1c(NC(=O)C2CCCCC2)nc2ccccc21,2%
Cc1occc1C(=O)NNC(=O)c1ccccc1C(=O)O,-16%
CC1C2=C(CC(C)(C)CC2=O)NC2=C1C(=O)CC(C)(C)C2,5%
COC(=O)c1ccccc1N=Nc1c(C)[nH][nH]c1=O,3%[57.5 µM]
COc1ccc(Cl)cc1-c1nc(N)nc(NC2CCCCC2)n1,5%
COc1cc(C(=O)O)nc(OC)n1,1%
COC(=O)c1cc(NC(=O)c2cc(C(C)(C)C)nn2Cc2ccc(F)cc2)ccc1N1CCOCC1,-11%[57.5 µM]
Cc1cccc(NC(=O)CCC(=O)N/N=C/c2ccncc2)c1,3%
Cc1cccc(-c2n[nH]c(=S)n2C)c1,-1%
O=C(CCl)Nc1cc(S(=O)(=O)N2CCOCC2)ccc1N1CCOCC1,-9%
CC(C)SC(=N)N,-2%
C=CCNC(=O)c1cc2c(=O)c3ccccc3oc2nc1C,-11%
O=C(NCCO)/C(=C\c1cccs1)NC(=O)c1cccs1,-1%
COC(c1ccccc1)c1nnc(CCC(=O)N2CCCCCCC2)o1 (stereo not drawn),-7%
CCCCCCCCCCOC(=O)c1csc2nnsc12,?
CCOC(=O)NN1C(=O)c2ccccc2NC1c1ccccc1F (stereo not drawn),-5%
O=C(/C=C/c1ccc(Cl)cc1)N(Cc1cccs1)C1CCS(=O)(=O)C1 (stereo not drawn),-11%[57.5 µM]
Cc1[nH][nH]c(=O)c1C(c1ccccc1[N+](=O)[O-])C(C#N)C#N (stereo not drawn),-5%
C#CCn1cc(/C=N/Nc2nc3ccccc3[nH]2)c2ccccc21,25µM*
CC(C)CCNC(=O)NC(=O)COC(=O)CNC(=O)C1CCCCC1,2%
CCN(CC)CCOC(=O)c1ccc(NC(=O)/C=C/c2cccs2)cc1,2%
O=c1cc(CSc2ccccc2)nc(-c2ccccc2)[nH]1,-6%
CCOC(=O)c1cc(C(=O)c2cc(Br)ccc2O)coc1=N,8%
S=C(c1ccccc1)N1CCN(C(=S)c2ccccc2)CC1,2%
CCCN(Cc1ccccc1)C(=S)Nc1ccc(C(C)=O)cc1,-2%
COc1ccc2cc(C3(C)NC(=O)NC3=O)ccc2c1 (stereo not drawn),-12%[57.5 µM]
COC(=O)CCC(=O)N1CCCC(CNS(=O)(=O)c2ccc(OC)cc2)C1 (stereo not drawn),-7%
CN(C)c1ccc(N=Cc2nc(-c3ccccc3)oc2OC(=O)c2cccc(Br)c2)cc1,3%
O=C(c1cccc(F)c1)N1CCC2(CCN(Cc3ccncc3)CC2)CC1,13%
O=C(c1cccs1)N1CCN(c2ncc(Br)cn2)CC1,2%[57.5 µM]
CN(C)C(CNC(=S)Nc1cccc(Cl)c1)c1ccccc1 (stereo not drawn),0%
OC1CCNC(=S)N1c1ccccc1 (stereo not drawn),1%[57.5 µM]
O=C(NNc1c2ccccc2nc2ccccc12)c1cccc(O)c1,?
CCOC(=O)C(C)Oc1cccc2c(=O)n(CC(=O)NCc3ccco3)ccc12 (stereo not drawn),?
CCOc1ccc(C2=NNC(c3cccnc3)=Nc3ccc(OC)cc32)cc1,-3%
CC1(C)OC1COc1c2ccoc2cc2oc(=O)ccc12 (stereo not drawn),-4%
CCc1cccc(C)c1NC(=O)N(C)C1CCCCC1,19%[57.5 µM]
COc1ccc(NC(=S)NCCC2=CCCCC2)cc1OC,-5%
Cn1c(=O)c2[nH]c(N=NNc3ccccc3F)nc2n(C)c1=O,-31%[57.5 µM]
Cn1c(-c2cnn(-c3ccccc3)c2-n2cccc2)n[nH]c1=S,4%
Cn1c(=O)[nH]c(=O)c2c1nc(N1CCCCC1)n2CCCSc1nnnn1-c1ccccc1,-4%
O=C(CSc1ccc(-c2ccc(F)cc2)nn1)N1CCOCC1,13%
CCOC(=O)C1CCN(C(=S)Nc2ccc(CC)cc2)CC1,-9%
COc1ccc(C)cc1NC(=O)C(OC(=O)c1cccc(S(=O)(=O)N(C)c2ccccc2)c1)c1ccccc1 (stereo not drawn),-4%

Next part
SMILES,ERK EGF block
CC1(C)OC(=O)N(CC(=O)Nc2cccc(C(F)(F)F)c2)C1(C)O (stereo not drawn),21%
COc1ccc(C(=O)NNC(=O)CSc2nnc(COc3ccccc3OC)n2C)cc1,-4%
Cn1cc(/C=N\NC(=O)c2cccs2)c2ccccc21,-4%
CCSC1=NCCN1S(=O)(=O)c1ccc(Cl)cc1,6%
CN(C)c1ccc(C2CC(c3cccc(NS(C)(=O)=O)c3)=NN2C(=O)c2ccccc2)cc1 (stereo not drawn),-15%
CC(C)N1C(=O)NC2(c3ccccc3)N(C)C(=O)N(C)C12c1ccccc1 (stereo not drawn),-1%
COc1cc(OC)nc(Oc2ccc(NC(C)=O)cc2)n1,1%
O/N=C(\c1ccccn1)C1CC1c1ccccc1 (stereo not drawn),2%
Cn1[nH]c(C(F)(F)F)c(C=Nc2ccc(Cl)cc2)c1=O,-13%
CCn1c(=O)c(C(=O)CN(C)Cc2ccc(F)cc2)c(N)n(Cc2ccccc2)c1=O,-4%
